# Source: PubChem BioAssay (Sanford-Burnham Center for Chemical Genomics)
# CXCR6 inh: inhibitors of human CXCR6 receptor; O00574; CHO-K1 PathHunter CXCR6 beta-arrestin, luminescence; inhibition, % at 20 µM; 360,000 compounds, 0.36% hits; in the data active means inhibition above about 34%, passing the limit was not always enough;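 further: antagonist mode with CXCL16 agonist at 10 nM final; 0% = 10 nM CXCL16 with DMSO and 100% = unstimulated wells without agonist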
# Target sequence (O00574 whole entry, looked up): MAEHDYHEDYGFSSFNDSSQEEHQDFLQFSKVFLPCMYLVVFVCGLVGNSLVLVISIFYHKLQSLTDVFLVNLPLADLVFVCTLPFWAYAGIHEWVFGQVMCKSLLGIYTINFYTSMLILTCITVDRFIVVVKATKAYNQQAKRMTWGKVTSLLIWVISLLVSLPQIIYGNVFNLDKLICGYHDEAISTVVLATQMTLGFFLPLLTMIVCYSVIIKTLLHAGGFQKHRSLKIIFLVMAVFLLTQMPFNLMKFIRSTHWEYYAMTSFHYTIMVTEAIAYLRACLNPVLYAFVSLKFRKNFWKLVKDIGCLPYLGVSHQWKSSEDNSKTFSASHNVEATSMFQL
# EBI2 antag: antagonists of human EBI2 receptor. EBI2 beta-arrestin recruitment, luminescence, 7a,25-OHC stimulated. inhibition, % at 5 µM. 360,000 compounds, 0.81% hits. AID 651636; in the data active means inhibition above about 38%;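 further: enzyme fragment complementation signal reports receptor beta-arrestin coupling in cells; 0% = agonist plus DMSO wells and 100% = wells without agonist; some results beyond the cut were filed as inactive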
# Target sequence (P32249 whole entry, looked up, the tested form may be a part): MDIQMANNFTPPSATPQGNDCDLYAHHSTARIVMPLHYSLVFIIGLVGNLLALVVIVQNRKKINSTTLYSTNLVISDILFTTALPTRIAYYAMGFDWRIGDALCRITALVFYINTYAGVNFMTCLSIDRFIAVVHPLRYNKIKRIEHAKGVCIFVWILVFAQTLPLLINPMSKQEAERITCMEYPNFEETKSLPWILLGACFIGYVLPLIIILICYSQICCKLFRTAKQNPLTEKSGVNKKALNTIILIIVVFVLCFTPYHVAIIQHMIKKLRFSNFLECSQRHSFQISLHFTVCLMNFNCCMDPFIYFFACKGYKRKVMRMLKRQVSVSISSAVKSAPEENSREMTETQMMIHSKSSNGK
# CCR6 antag: antagonists of human CCR6 receptor; P51684; inhibition, % at 20 µM; 340,000 compounds, 0.49% hits; AID 493098; CHO-K1 CCR6 PathHunter beta-arrestin, luminescence, CCL20-stimulated;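 active means compounds whose inhibition of the agonist-driven luminescence signal at 20 µM reaches about 50%, limit read from the data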;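 further: cells stimulated with CCL20 at 14 nM final; plate controls were DMSO with CCL20 for no effect and DMSO without agonist for full effect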
# Target sequence (P51684 whole entry, looked up): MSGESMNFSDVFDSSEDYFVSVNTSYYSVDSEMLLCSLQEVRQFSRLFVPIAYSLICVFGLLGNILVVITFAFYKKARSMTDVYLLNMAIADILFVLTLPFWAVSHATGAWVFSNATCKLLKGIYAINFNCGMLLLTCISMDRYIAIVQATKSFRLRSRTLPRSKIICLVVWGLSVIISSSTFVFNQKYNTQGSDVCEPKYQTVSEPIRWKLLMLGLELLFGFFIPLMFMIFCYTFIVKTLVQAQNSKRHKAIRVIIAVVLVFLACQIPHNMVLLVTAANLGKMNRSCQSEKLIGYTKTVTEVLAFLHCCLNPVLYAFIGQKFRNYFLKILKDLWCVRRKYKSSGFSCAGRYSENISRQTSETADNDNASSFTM
# XBP1 UPR activ: adaptive UPR (XBP1) activation; CHO-XBP1 luciferase reporter, IRE1-XBP1 UPR activation, luminescence; percent of tunicamycin response, DMSO as zero; activation, % at 20 µM; 330,000 compounds, 0.33% hits; AID 463104;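 active means versus positive control, 20 µM dose yields 30% or more activation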;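 further: 100% = tunicamycin at 10 µg/mL and 0% = DMSO only wells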
#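 Material: CHO-XBP1 cells stably carrying IRE1-XBP1-driven luciferase reporter | Medium: F12 with 10% serum | Compound dosing: 20 µM single concentration, DMSO 1% | Incubation: Overnight seeding at 37 °C, 6 h compound treatment at 37 °C | Detection: Steady-Glo luminescence read | Read-out basis: % activation of reporter signal versus tunicamycin and DMSO controls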
# Gli-Sufu antag: antagonists of Gli-Sufu signaling | Sufu-KO-LIGHT fibroblasts, Gli luciferase reporter luminescence | inhibition, % at 5 µM | 340,000 compounds, 0.74% hits | AID 588413;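 active means inhibition above about 55%, limit read from the data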;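 further: 0% = DMSO-treated cells and 100% = wells with medium but no cells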
# Mdm2 MdmX PPI: inhibitors of human Mdm2/MdmX interaction; SaOS-2 split-luciferase Mdm2/MdmX complementation, luminescence; inhibition, % at 8 µM; 330,000 compounds, 3% hits; AID 485346;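 active means inhibition of at least 50% at 8 µM in the primary screen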
# UPR CHOP act: apoptotic UPR (CHOP) activation; CHO-CHOP luciferase reporter, luminescence; percent of tunicamycin response over DMSO baseline; activation, % at 10 µM; 330,000 compounds, 0.34% hits; AID 449763;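 active means at 10 µM dose, activation of 40% or more, normalized to positive control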;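 further: 100% = tunicamycin at 10 µg/mL and 0% = DMSO alone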
#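 Assay system: CHO-CHOP cells, stable luciferase reporter of PERK-eIF2a-CHOP signalling / Buffer or medium: F12 plus 10% serum / Compound dosing: one dose, 10 µM in 0.5% DMSO / Times: 6 h compound treatment, 37 °C / Technique: luciferase luminescence / Read-out: % reporter activation, DMSO baseline versus tunicamycin full activation / Benchmarks: tunicamycin and DMSO controls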
# 697 NFkB inh: lowers PMA/ionomycin-induced NF-kB signal in 697 B cells; 697 B-cell NF-kB luciferase reporter, 16 h; inhibition, % at 4 µM; 330,000 compounds, 0.33% hits; AID 435022; in the data active means inhibition above about 35%
# Jurkat NFkB inh: lowers PMA/ionomycin-induced NF-kB signal in Jurkat cells. 330,000 compounds, 0.53% hits. PMA/ionomycin-induced NF-kB luciferase reporter, luminescence. inhibition, % at 4 µM; in the data active means inhibition above about 50%
# Numbers without * were called inactive; . = not tested or not shown.
SMILES,CXCR6 inh,EBI2 antag,CCR6 antag,XBP1 UPR activ,Gli-Sufu antag,Mdm2 MdmX PPI,UPR CHOP act,697 NFkB inh,Jurkat NFkB inh
COc1ccc(OC)c(COC(=O)c2cccc(S(=O)(=O)N3CCCCC3)c2)c1,2.7,10.5,15.5,-2.6,-3.8,5.6,-1.3,12.1,-0.8
COc1ccc(C2C(C(=O)Nc3cccc(C)n3)c3ccccc3C(=O)N2C)cc1OC (stereo not drawn),7.5,0.1,2.1,-0.8,11.4,-7.5,1.5,2.5,1.2
CC1(C)CC(=O)C(C(O)c2ccccc2)C(C)(C)N1 (stereo not drawn),3.8,-5.9,10.7,-3.4,-15.2,-12.3,1.4,14.7,8.7
Nc1cnc(CNc2ccccc2Cl)cn1,-4.3,-14.2,13.4,-0.3,8.2,-19.1,1.6,-1.4,-5.0
Cc1occc(=O)c1OCc1ccccc1,-10.6,-3.5,-2.1,-3.6,5.6,11.7,-0.4,10.7,23.8
Cc1ccc(C(=O)NC(=O)CSc2nnc(C)s2)cc1,-3.0,-3.1,1.6,0.2,4.1,12.8,-0.1,10.6,13.3
CC(C)OCCCNc1nc(-c2ccccc2)nc2ccccc12,-9.0,-20.9,0.2,-2.3,17.4,-17.2,-3.1,-12.9,7.5
CCOC(=O)C1(CC2CC2)CCN(Cc2ccc(C(=O)OC)cc2)CC1,4.6,7.1,5.0,-2.4,12.7,-25.6,-0.8,-9.7,-17.3
CC1CCc2c(sc(NC(=O)C(=O)NCc3ccco3)c2C#N)C1 (stereo not drawn),-0.3,8.8,22.0,0.4,-9.0,22.6,1.6,-9.9,-6.7
Cc1ccc(NC(=O)Nc2ccc3c(c2)CCC3)cc1,-7.1,-9.5,-0.7,2.3,-48.3,-27.2,7.1,-116.5,-119.7
CCOc1ccccc1NC(=O)C1=C(C)NC(=O)NC1c1cccs1 (stereo not drawn),-5.6,-3.6,2.2,-2.0,2.7,25.0,-0.5,11.3,7.4
CCOC(=O)Cc1csc(NC(=O)C2CCCCC2C(=O)O)n1 (stereo not drawn),3.8,-17.3,-6.5,-3.3,-13.1,9.8,0.6,13.0,9.1
COCCCn1c(SCC(=O)Nc2ccccc2F)nnc1-c1ccoc1C,-2.8,2.0,13.6,-3.5,2.0,-11.0,0.1,8.8,-0.8
CCCCNC(=O)/C(=C\c1ccc([N+](=O)[O-])o1)NC(=O)c1ccccc1,-13.3,-9.5,2.1,-1.4,-0.5,23.7,0.0,6.1,-3.7
CCn1c(Cn2nnc(-c3ccccc3)n2)nnc1SCC(=O)Nc1ccc(C(C)=O)cc1,-3.6,-3.6,-5.5,0.3,-31.9,-44.5,3.5,-14.5,-24.7

# Arranged by number of heavy atoms (rising): part of the list above
SMILES,CXCR6 inh,EBI2 antag,CCR6 antag,XBP1 UPR activ,Gli-Sufu antag,Mdm2 MdmX PPI,UPR CHOP act,697 NFkB inh,Jurkat NFkB inh
Nc1cnc(CNc2ccccc2Cl)cn1,-4.3,-14.2,13.4,-0.3,8.2,-19.1,1.6,-1.4,-5.0
Cc1ccc(C(=O)NC(=O)CSc2nnc(C)s2)cc1,-3.0,-3.1,1.6,0.2,4.1,12.8,-0.1,10.6,13.3
CCOC(=O)Cc1csc(NC(=O)C2CCCCC2C(=O)O)n1 (stereo not drawn),3.8,-17.3,-6.5,-3.3,-13.1,9.8,0.6,13.0,9.1
CCCCNC(=O)/C(=C\c1ccc([N+](=O)[O-])o1)NC(=O)c1ccccc1,-13.3,-9.5,2.1,-1.4,-0.5,23.7,0.0,6.1,-3.7
COCCCn1c(SCC(=O)Nc2ccccc2F)nnc1-c1ccoc1C,-2.8,2.0,13.6,-3.5,2.0,-11.0,0.1,8.8,-0.8
COc1ccc(OC)c(COC(=O)c2cccc(S(=O)(=O)N3CCCCC3)c2)c1,2.7,10.5,15.5,-2.6,-3.8,5.6,-1.3,12.1,-0.8
COc1ccc(C2C(C(=O)Nc3cccc(C)n3)c3ccccc3C(=O)N2C)cc1OC (stereo not drawn),7.5,0.1,2.1,-0.8,11.4,-7.5,1.5,2.5,1.2
CCn1c(Cn2nnc(-c3ccccc3)n2)nnc1SCC(=O)Nc1ccc(C(C)=O)cc1,-3.6,-3.6,-5.5,0.3,-31.9,-44.5,3.5,-14.5,-24.7

# Other compounds
SMILES,CXCR6 inh,EBI2 antag,CCR6 antag,XBP1 UPR activ,Gli-Sufu antag,Mdm2 MdmX PPI,UPR CHOP act,697 NFkB inh,Jurkat NFkB inh
CCOC(=O)N1CCN(C(=O)CSc2nnc(CNC(=O)c3ccccc3F)o2)CC1,-2.8,-2.4,16.1,1.6,-4.2,6.8,0.1,17.7,-3.6
Cc1ccc(NC(=O)Nc2cc(S(C)(=O)=O)ccc2Cl)cc1,-6.2,3.3,6.5,3.4,-18.4,-3.7,4.4,-33.2,-17.6
CCOc1ccc(N2C(=O)CC(N3CCN(c4ccc(F)cc4)CC3)C2=O)cc1 (stereo not drawn),1.7,-13.9,-3.5,-3.1,6.7,12.4,-2.5,-10.2,-9.7
Cc1ccc(C(=O)Nc2ccc(Br)c(C(F)(F)F)c2)cc1,-4.7,-5.4,16.8,0.9,-69.3,-27.3,4.5,-129.0,-72.0
COC(=O)c1sccc1NC(=O)c1ccc(OC)cc1OC,12.5,1.7,-2.4,-1.9,-0.8,-3.3,-1.3,2.5,7.4
CC(C)(C)C(=O)N1CCC2CC1c1cc(Cl)ccc12 (stereo not drawn),0.3,5.3,9.5,.,3.2,.,.,.,.
CC(C)(C)c1ccc(Oc2ccc(NC(=O)CCCC(=O)O)cn2)cc1,7.0,16.5,13.4,-3.1,-6.6,6.0,-1.9,-7.2,12.6
O=C(Cn1ccnc1)c1ccc(Cl)cc1,6.8,6.5,5.8,-1.0,-3.1,22.3,-1.3,-3.8,7.2
Cc1cccc(C)c1N(CC(=O)NCc1ccc(F)cc1)C(=O)c1csnn1,1.9,-7.2,11.1,-0.3,-3.4,-15.5,0.3,29.1,15.4
COC(=O)c1nnn(-c2nonc2N)c1CSc1nc2ccccc2o1,-12.6,-12.6,1.1,-0.3,-1.7,2.4,-0.8,1.0,5.4
O=[N+]([O-])c1cccnc1Sc1ccc(Br)cc1,-7.3,4.7,5.9,0.6,-6.1,5.2,-0.8,-31.0,-16.1
COCCCNC(=O)CCCn1c(=O)[nH]c2ccccc2c1=O,0.9,-7.4,-8.3,0.9,-0.5,-2.7,-1.4,0.1,-11.9
O=C(CSc1nnc(-c2ccccc2)n1Cc1ccccc1)N1CCCC1,5.1,-10.2,-4.0,0.9,6.2,-6.4,3.1,-40.7,-15.5
COc1ccc(-c2csc(N(CCc3ccc(OC)c(OC)c3)C(=O)COc3ccccc3)n2)cc1,-0.2,29.4,13.6,2.2,33.5,-16.8,-0.3,14.7,-11.9
CCC(C)[C@H](NC(=O)NCc1ccc(S(N)(=O)=O)cc1)C(=O)O (stereo partly drawn),0.0,-6.6,4.2,-0.7,0.4,21.8,1.0,2.9,1.1
CNC(=S)N(CCc1ccccc1)Cc1cc2cc(OC)c(OC)cc2[nH]c1=O,9.6,5.8,12.7,0.4,0.0,-0.8,0.2,10.5,5.0
CC(C)(C)OC(=O)NC1CCN(S(=O)(=O)c2ccc3c(c2)OCCO3)CC1,-1.5,-3.5,-0.8,-2.2,-1.0,9.9,-1.9,-6.7,19.7
Nc1nc(Nc2cccc3ccccc23)nc(C2CCCC2=O)n1 (stereo not drawn),.,.,.,4.0,.,28.3,-1.2,-10.4,20.6
O=S(=O)(c1ccccc1)C1Cc2ccccc2C1Cl (stereo not drawn),-13.1,-5.2,-1.5,-1.0,2.7,-9.8,-1.1,-0.6,2.9
O=S1(=O)CC(O)C(N(CCO)C(=S)Nc2ccccc2)C1 (stereo not drawn),-7.4,-7.7,-0.6,0.8,3.7,13.2,2.1,2.5,-3.9
COc1cc(NC(=S)NC(C)(C)C)c(OC)cc1Cl,-4.5,-2.5,-1.2,-2.2,7.1,15.7,-0.1,-9.3,11.3
CCOC(=O)Cc1csc(NC(=O)Cc2cccs2)n1,-6.6,-2.7,-2.3,0.5,-9.5,-20.3,-1.7,-11.9,-7.3
COc1ccc(-c2cc(=O)oc3c(C)c(O)ccc23)cc1,-9.2,-46.7,1.7,3.5,0.0,64.6*,-3.1,-17.0,-18.7
CCC(C)(C)NC(=O)C(c1cccn1C)N(Cc1ccc(OC)cc1)C(=O)Cn1nnc2ccccc21 (stereo not drawn),7.2,-5.0,-1.9,0.1,-2.9,24.1,3.7,7.8,-9.1
O=C1CCCC2(O)C1C(c1cccc(Br)c1)NC(=O)N2Cc1ccccc1 (stereo not drawn),-1.9,-3.6,-15.4,-2.0,3.2,-7.4,-0.8,5.5,2.0
COc1cc2nc(CN(C)Cc3ccc(C(C)(C)C)cc3)[nH]c(=O)c2cc1OC,10.3,-1.4,-9.6,1.4,6.9,-5.6,2.7,-0.4,-2.5
Cc1cc(=O)oc2cc(OCC3CC(c4ccc(Br)cc4)=NO3)ccc12 (stereo not drawn),1.8,30.4,4.2,1.1,0.8,40.8,-0.1,19.6,5.4
COc1ccc(CNC(=O)Cn2cnc3c(NCc4ccccc4)ncnc32)cc1,0.0,-5.0,10.1,-0.3,-11.3,61.2*,1.0,6.1,.
Cc1cccc(OC(=O)NCCOC(=O)N(O)c2ccc(Cl)cc2)c1,-3.7,-1.5,7.2,-1.7,17.1,-7.3,-1.1,-20.2,0.2
CCOC(=O)C(Cc1c(F)cccc1Cl)c1ccnc2nc(N)nn12 (stereo not drawn),-3.5,6.3,4.9,-1.8,3.6,15.7,-1.7,16.6,4.2
CC[C@@H](C)[C@H](CN[C@H](CNC)C(C)C)NC[C@@H](C)c1ccc(CC(C)C)cc1,16.9,-18.7,32.6,24.6,10.8,98.2*,13.4,10.4,0.2
Cc1ccc(S(=O)(=O)Nc2cccc(C(=O)NCC(c3ccco3)N3CCCC3)c2)cc1F (stereo not drawn),2.4,-1.1,-1.9,-3.9,31.8,-14.9,-1.0,7.6,5.9
COc1ccc2[nH]c(C)c(CCNC(=S)Nc3cc(C)ccc3C)c2c1,8.6,16.2,11.3,-0.8,3.7,30.9,2.3,-2.6,14.5
COc1cc(CN(C(=S)NCC(=O)O)C2CCCC2)cc(OC)c1OC,0.5,-10.3,3.2,-2.7,-0.8,0.4,1.0,14.0,-9.7
COc1ccc(-c2noc(CCCC(=O)N3CCN(c4cc(C)ccc4C)CC3)n2)cc1,-1.8,7.7,22.6,2.0,7.4,-2.5,5.2,-40.3,.
CC(C)(C)c1nnc(NC(=O)c2cc(-c3ccccc3)nc3ccccc23)s1,-7.0,-29.8,-2.2,-1.9,-0.9,-10.4,2.5,-35.7,-2.3
CSc1ccc(NC(=O)Nc2cccn(Cc3ccccc3F)c2=O)cc1,-6.9,2.5,-5.1,6.8,-32.5,36.7,5.4,-40.6,6.2
Cc1cc(=O)oc2cc(OCC(=O)N3CCN(c4ccccc4)CC3)c(Cl)cc12,4.5,-4.6,3.4,-3.9,-12.3,18.0,-1.7,-2.0,2.0
